Source: PubChem BioAssay (several laboratories)
HCV core dimer – HCV core protein dimerization inhibition; TR-FRET GST/Flag-core106 dimerization, 1536-well; inhibition, % at 5 µM; hit rate 0.33% among 300,000; AID 1899;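 active means inhibition above the mean of all tested compounds plus 3 SD, set per screening campaign, cut at about 45% in these data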
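assay system = GST-tagged and Flag-tagged HCV core protein residues 1-106 | controls = unlabelled core106 and no-GST-core106 wells | incubation = compound-protein-antibody incubation 4 h at 22.5 °C | probe or stimulus = Eu donor and XL665 acceptor anti-tag antibodies | read-out = % inhibition based on acceptor/donor emission ratio | signal = TR-FRET 671 and 617 nm emission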
TPT1 inhibitor – blocks Candida albicans tRNA 2'-phosphotransferase; hit rate 0.81% among 300,000; recombinant caTPT1, FP RNA substrate dephosphorylation; AID 1962; inhibition, % at 5 µM;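 active means inhibition above the mean of all tested compounds plus 3 SD, set per screening campaign, cut at about 24% in these data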;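 further: plate controls were DMSO alone for no effect and ferristatin control at 100 nM for full effect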
Yeast superoxide – yeast age-related superoxide inhibition as caloric restriction mimetic | S. cerevisiae aged cells, superoxide DHE fluorescence; hits give low values | hit rate 0.18% among 330,000 | superoxide response (% of plate mean), % at 10 µM | AID 2690;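 active means superoxide response under a set limit, about three screen SD below normal, cut at about 65% in these data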;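 further: yeast aged for seven days with compound at 30 °C before DHE staining; 100% = average MFI of all compound-treated wells on the plate with controls excluded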
GASC-1 inh – inhibitors of human GASC-1 (JMJD2C) demethylase | inhibition, % at 2.35 µM | hit rate 0.069% among 330,000 | Q9H3R0 | GST-JMJD2C(1-420) H3K9me3 demethylation, DELFIA europium | AID 2099;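 active means more than half of a compound's replicate wells show inhibition beyond 50%, single wells judged on their own value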;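 further: signal counts dimethyl H3K9 product captured on neutravidin plate; 0% = median of DMSO wells and 100% = 0.3 times that DMSO median; strong numbers were not always called active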
Target sequence (Q9H3R0 1-420 limits assumed): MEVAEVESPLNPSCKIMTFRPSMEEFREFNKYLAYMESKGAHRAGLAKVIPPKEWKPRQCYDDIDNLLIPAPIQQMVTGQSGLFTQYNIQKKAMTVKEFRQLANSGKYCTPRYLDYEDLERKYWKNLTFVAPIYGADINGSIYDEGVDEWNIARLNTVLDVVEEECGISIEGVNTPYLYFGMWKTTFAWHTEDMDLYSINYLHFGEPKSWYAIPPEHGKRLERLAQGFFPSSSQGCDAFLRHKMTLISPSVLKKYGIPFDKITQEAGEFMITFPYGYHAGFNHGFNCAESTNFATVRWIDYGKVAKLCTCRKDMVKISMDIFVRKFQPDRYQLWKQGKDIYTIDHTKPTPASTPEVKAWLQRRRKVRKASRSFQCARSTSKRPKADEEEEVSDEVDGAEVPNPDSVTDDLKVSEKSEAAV
PP5 inh – PP5 (human) phosphatase inhibition. hit rate 0.18% among 320,000. inhibition, % at 6.7 µM. purified PP5c, OMFP substrate fluorescence. P53041. AID 1987;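 active means inhibition above the campaign's mean inhibition across all tested compounds plus 3 SD, cut at about 9.5% in these data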;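 further: 0% = DMSO only and 100% = 100 µM cantharidin control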
Target sequence (P53041 whole entry, looked up): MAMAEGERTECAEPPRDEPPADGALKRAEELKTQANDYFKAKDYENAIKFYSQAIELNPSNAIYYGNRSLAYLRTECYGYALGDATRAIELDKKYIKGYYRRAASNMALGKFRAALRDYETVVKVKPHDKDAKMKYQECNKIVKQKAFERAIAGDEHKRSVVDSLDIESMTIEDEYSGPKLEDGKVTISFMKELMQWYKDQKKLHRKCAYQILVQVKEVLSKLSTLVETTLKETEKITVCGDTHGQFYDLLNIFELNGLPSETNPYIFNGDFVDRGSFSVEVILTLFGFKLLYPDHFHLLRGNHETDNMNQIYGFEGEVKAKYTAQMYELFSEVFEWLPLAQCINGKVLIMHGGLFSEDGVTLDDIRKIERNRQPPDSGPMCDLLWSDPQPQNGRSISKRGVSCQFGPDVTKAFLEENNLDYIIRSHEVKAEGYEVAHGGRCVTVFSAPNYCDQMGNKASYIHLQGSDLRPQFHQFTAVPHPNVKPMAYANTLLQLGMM
PP1 inh – blocks human PP1-alpha phosphatase, a PP5 counter-screen; P62136; purified PP1alpha, OMFP fluorescence; inhibition, % at 6.7 µM; hit rate 0.9% among 320,000; AID 2235;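 active means inhibition above the mean inhibition of all tested compounds plus 3 SD, computed separately for each screening campaign, cut at about 15% in these data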
ZTA counter – ZTA (EBV) inhibition in EBNA-1 counter-screen; ZTA-DNA binding, fluorescence polarization; inhibition, % at 11 µM; P03206; hit rate 0.15% among 320,000; in the data active means inhibition above about 33%
CTSL1 counter – cathepsin L1 inhibition, PFM18AAP counter-screen. hit rate 0.49% among 300,000. recombinant F. hepatica cathepsin L1, Z-Leu-Arg-MCA fluorescence. inhibition, % at 5.96 µM;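 active means inhibition above the mean of all tested compounds plus 3 SD, set per screening campaign, cut at about 17% in these data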;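 further: 0% = plate median of test compound wells and 100% = 1 µM Z-Phe-Ala-diazomethylketone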
EBNA-1 inhibitor – blocks EBNA-1 binding to DNA. EBNA-1 DNA binding, fluorescence polarization. inhibition, % at 14.8 µM. hit rate 0.34% among 300,000. AID 1950; in the data active means inhibition above about 28%
An asterisk follows results filed as active; / = no result given.

SMILES	HCV core dimer	TPT1 inhibitor	Yeast superoxide	GASC-1 inh	PP5 inh	PP1 inh	ZTA counter	CTSL1 counter	EBNA-1 inhibitor
COc1cc(C2CC(=O)Oc3c(C(CCN4CCCC(C)C4)c4ccc(N(C)C)cc4)c(OC)cc(OC)c32)cc(OC)c1OC (configuration not stated)	-6	2	/	-7	4.5	2	-13	-1	-9
CCOC(=O)c1cc(C)sc1NC(=O)CSc1nccn1C	0	-2	90	6	1.3	2	-9	2	7
Cc1cccc(-c2nc(CS(=O)CC(=O)NCCCSC3CCCCC3)c(C)o2)c1 (configuration not stated)	3	1	127	3	0.6	-1	13	0	7
CC(=O)Nc1cccc(NC(=O)c2ccccc2OCc2ccccc2)c1	12	-1	98	6	0.6	-5	0	5	3
CC(C)CN1C(=O)C(=O)N(CC(=O)Nc2cccc(Cl)c2Cl)C1=O	/	/	100	-3	1.4	-1	16	/	/
N=C1CCCN1CC(=O)c1cccs1	0	0	82	5	0.3	4	0	-4	2
COC(Cc1n[nH]c(=S)n1-c1ccccc1)OC	1	-1	104	7	1.1	-4	-3	-3	-2
Cc1csc(=Nc2c(C)n(C)n(-c3ccccc3)c2=O)n1Cc1ccccc1	4	-6	82	-10	0.2	-2	1	-3	13
CS(=O)(=O)c1ccc(NC(=O)CCN2C(=O)NC3(CCCC3)C2=O)cc1	/	/	95	-6	2.2	-3	-6	/	/
COCCN(C(=O)CSc1nnc(-c2ccccc2F)n1N)c1c(N)n(Cc2ccccc2)c(=O)[nH]c1=O	-5	-1	104	-3	-6.2	-7	-7	4	-12
Cc1cc(C)c2c(CC(=O)NC(C)C)coc2c1	6	2	110	19	-0.8	-2	10	-1	9
O=C(NNCC(O)COc1ccccc1)c1ccccc1 (configuration not stated)	-10	-3	173	3	1.6	0	-34	-1	-3
COCCOC(=O)c1c(C)nc(SCC(=O)Nc2cccc3ccccc23)c(C#N)c1-c1ccco1	28	-2	103	5	4.4	2	-4	2	26
O=C(/C=C/c1ccc(F)cc1)Nc1ccc(S(=O)(=O)N2CCOCC2)cc1	-9	0	114	1	5.2	3	-20	-2	-4
COc1ccc(C2=NOC(C(=O)O)C2)cc1 (configuration not stated)	0	0	102	-1	2.5	0	-7	-1	-3
O=C1NC(=S)N/C1=C\c1ccccc1OCc1ccc(C(=O)O)cc1	1	0	92	1	-1.5	-6	8	5	-5
O=C(c1ccccc1)c1ccccc1C(=O)N1CCN(C(=O)c2ccccc2)CC1	4	3	105	-8	4.7	-3	22	1	-3
CCOc1ccc(Nc2nc(NCC3CCCO3)c3ccccc3n2)cc1 (configuration not stated)	-5	2	95	14	2.9	2	17	0	-4
Cc1cc(C)nc(Nc2ccc(C)c([N+](=O)[O-])c2)n1	1	-2	101	6	0.2	-1	-9	3	1
N#C/C(=C\c1ccc([N+](=O)[O-])o1)C(=O)Nc1ccc(F)cc1	35	39*	85	1	1.1	3	79*	2	37*
CCc1nc(-c2ccc(-c3ccc(OC)cc3)nc2OC)no1	-1	7	98	9	2.5	-1	0	1	-7
COc1ccccc1NS(=O)(=O)c1cccc(C(=O)N/N=C/c2ccccc2OCC(=O)O)c1	1	-3	96	-5	-0.1	-7	6	0	2
COc1cc(/C=N/NC(=Nc2ccc(C)cc2)c2nc3ccccc3s2)ccc1O	10	-1	108	8	1.5	1	-11	2	-2
O=C1c2cccc3c([N+](=O)[O-])ccc(c23)C(=O)N1O	-44	-17	82	-9	0.7	9	8	-1	-14
CC(NC(=O)c1ccccc1)c1ccc(F)cc1 (configuration not stated)	2	1	106	5	-2.7	-4	-10	3	3
Cc1cc(C)n(C(=O)C23CC4CC(CC(C4)C2)C3)n1	-4	-1	92	13	1.8	-3	-8	0	-12
CC(=O)N1CCN(S(=O)(=O)c2cccc(C(=O)N(Cc3ccccc3)c3cccc(C)c3)c2)CC1	-3	-4	114	-1	-2.7	9	-11	8	-8
c1csc(-c2nc(-c3ccncc3)no2)c1	-4	-1	90	8	-2.1	1	15	2	7
CCN(C1=NS(=O)(=O)c2ccccc21)N(CC)S(=O)(=O)c1ccc(C)cc1	13	2	93	4	4.1	-3	10	-1	-3
NS(=O)(=O)c1ccc(CCNC(=S)Nc2ccc(F)cc2)cc1	0	-4	95	0	1.6	4	-14	1	-5
COC(=O)c1c(NC(=O)CC2SC(N)=NC2=O)sc2c1CCC(C(C)(C)C)C2 (configuration not stated)	4	-2	111	1	6.3	0	26	2	14
Cn1c(NCCCN2CCOCC2)nc2c1c(=O)n(Cc1ccc(Cl)c(Cl)c1)c(=O)n2C	-2	-2	85	5	5.0	-6	-15	4	13
Cc1cnn(-c2cc(Oc3ccccc3)ncn2)c1	4	3	106	6	-0.3	-2	9	7	4
COc1ccc(C(=O)c2c[nH]c(C(=O)N=CN(C)C)c2)cc1	-4	-1	84	27	-2.8	-2	-16	2	-13
C[C@H]1CCC[C@]2(O[C@H](CCO)C[C@H](O)[C@H]2O)O1	3	-2	98	1	-0.1	-2	-14	-1	13
Cc1ccc([C@@H]2[C@@H]3C(=O)N(c4ccccc4)C(=O)[C@@H]3[C@]3(Cc4ccccc4)C(=O)N(CC4CC4)CC(=O)N23)o1	2	2	102	1	2.0	-3	5	-2	-6
N#Cc1c(N)sc2c1CCCCCC2	-2	1	78	1	-0.6	-1	13	-1	9
Fc1ccc2[nH]c3c(N4CCSCC4)ncnc3c2c1	5	-2	114	-3	5.1	-1	15	1	-2
Cc1ccc(S(=O)(=O)c2nc(S(C)(=O)=O)sc2N2CCC3(CC2)OCCO3)cc1	12	-4	106	-1	-0.2	-1	-12	6	-4
Cc1ccsc1C(=O)Nc1ccc(OCc2ccccc2)cc1	11	0	99	-7	-0.1	2	18	4	20

Quoted at random: 3 records from the list
SMILES	HCV core dimer	TPT1 inhibitor	Yeast superoxide	GASC-1 inh	PP5 inh	PP1 inh	ZTA counter	CTSL1 counter	EBNA-1 inhibitor
NS(=O)(=O)c1ccc(CCNC(=S)Nc2ccc(F)cc2)cc1	0	-4	95	0	1.6	4	-14	1	-5
Cc1ccc(S(=O)(=O)c2nc(S(C)(=O)=O)sc2N2CCC3(CC2)OCCO3)cc1	12	-4	106	-1	-0.2	-1	-12	6	-4
O=C1c2cccc3c([N+](=O)[O-])ccc(c23)C(=O)N1O	-44	-17	82	-9	0.7	9	8	-1	-14

Complete entries from above. Order of screens: HCV core dimer, TPT1 inhibitor, Yeast superoxide, GASC-1 inh, PP5 inh, PP1 inh, ZTA counter, CTSL1 counter, EBNA-1 inhibitor
`CC(=O)N1CCN(S(=O)(=O)c2cccc(C(=O)N(Cc3ccccc3)c3cccc(C)c3)c2)CC1` in the list: -3, -4, 114, -1, -2.7, 9, -11, 8, -8
`Cc1ccc([C@@H]2[C@@H]3C(=O)N(c4ccccc4)C(=O)[C@@H]3[C@]3(Cc4ccccc4)C(=O)N(CC4CC4)CC(=O)N23)o1` in the list: 2, 2, 102, 1, 2.0, -3, 5, -2, -6

(next part)
SMILES	HCV core dimer	TPT1 inhibitor	Yeast superoxide	GASC-1 inh	PP5 inh	PP1 inh	ZTA counter	CTSL1 counter	EBNA-1 inhibitor
Cc1sc(Nc2ccc([N+](=O)[O-])cc2)nc1-c1c(C)n(C)n(-c2ccccc2)c1=O	-2	1	104	3	2.3	-2	-18	0	-5
Cc1ccc(S(=O)(=O)N2CCCCC2)cc1NC(=O)COC(=O)c1ccc2c(c1)OCO2	12	1	109	0	1.6	4	2	-3	6
CC(=O)NCc1c(Cl)cccc1-n1cccc1	0	-1	100	1	1.1	0	17	-3	0
CC(C)c1cc(C(=O)NNC(=S)NC2CCCCC2)cs1	1	2	98	-11	1.9	0	4	-1	-8
COc1ccc(CN2CCC(=O)N([C@H](CO)c3ccccc3)CC2)cc1	-8	-2	104	-9	1.6	-2	4	-3	1
O=C(N/N=C/c1cc(Cl)cc([N+](=O)[O-])c1O)C(O)(c1ccccc1)c1ccccc1	7	1	98	11	4.8	10	3	1	5
Cc1cccn2cc(-c3ccc(S(=O)(=O)N4CCCCC4)cc3)nc12	6	-1	113	6	2.9	0	15	-1	0
O=C(Cc1ccc2c(c1)OCCO2)c1c(O)cc(O)cc1O	-5	4	101	-2	3.4	1	-14	0	-9
CCCCOC(=O)C1=C(N)N2C(=O)C(C)SC2=C(C(=O)OCC)C1c1ccc(O)c(OC)c1 (configuration not stated)	10	2	100	-4	4.1	5	-1	-2	-16
COc1ccccc1C(=O)N1CCN(C(=O)c2oc3ccc(C)cc3c2C)CC1	-10	-4	99	-3	2.3	1	-8	-3	4
CC1CCN(C(=O)c2ccc(N(C)S(C)(=O)=O)cc2)CC1	-9	-1	96	13	0.4	1	2	-1	-1
COc1ccc(/C=C/CN2CCN(Cc3ccc(F)cc3)C(CCO)C2)cc1 (configuration not stated)	-2	-1	98	4	0.3	7	-1	-1	-7
C#CCNC(=O)C1=C[C@@H](c2ccccc2)C[C@@H](OCCCCO)O1	16	-1	97	-17	0.7	5	5	-1	4
COCCN(CCOC)C(=O)CCn1c(=O)oc2ccccc21	-1	-2	101	2	3.2	-1	9	-3	-9
CCN(CC(=O)Nc1ccccc1C(F)(F)F)C(=O)CCS(=O)(=O)c1ccc(C)cc1	0	1	102	5	-1.6	-3	14	2	0
COc1ccc(C(=O)NCc2ccc3c(c2)cc(C)n3C)cc1	-3	-3	103	22	0.9	-5	4	0	6
CSc1nc(-c2ccco2)nn1S(C)(=O)=O	1	-2	107	4	1.8	2	-10	5	-5
CCCn1c(SCC(=O)Nc2cc(C(=O)O)ccc2C)nc2sc3c(c2c1=O)CCC3	/	/	103	/	-1.0	1	6	/	/
COc1cccc(C(=O)N2CCC(n3nccc3NC(=O)CCOc3ccccc3)CC2)c1	-19	-2	98	-3	0.4	6	4	0	8
C=CCn1c(-c2cccnc2)n[nH]c1=S	-2	-1	89	-2	0.8	1	-5	2	0
COc1ccccc1CC(=O)NC1CC(C)(C)NC(C)(C)C1	-1	-4	107	6	3.9	-1	2	0	-4
Cc1ccc2cc(C#N)c(SCc3nnc(-c4ccccc4[N+](=O)[O-])o3)nc2c1	5	1	90	4	1.7	0	0	-1	-5
Cc1cccc2cc(C(c3nnnn3C(C)(C)C)N(Cc3ccco3)CC3CCCO3)c(=O)[nH]c12 (configuration not stated)	3	0	98	0	0.4	-1	12	4	0
O=C(Nc1ccc2nsnc2c1)c1ccc2c(c1)OCO2	-4	-1	78	-6	0.1	-1	-6	2	3
O=C(COc1ccccc1)Nc1nnc(-c2ccc(Cl)s2)o1	-9	-3	82	2	0.7	19*	1	-1	-6
Cc1cc(/C=C2\SC(=S)N(C)C2=O)c(C)n1-c1cccc(O)c1	-11	78*	105	0	0.1	-2	4	-1	-5
CCN(Cc1ccccc1)c1c(C(=O)O)cnc2c1cnn2C	0	-3	99	-23	-2.2	3	11	-2	2
O=C(NNC(=O)c1ccccc1-n1cccc1)c1ccccc1	-3	-1	94	8	-0.2	1	-5	1	-1
CCOC(=O)c1c(C)n(C)c2ccc(OCC(O)CN3CCCCCC3)cc12 (configuration not stated)	-4	-2	90	0	-0.5	0	7	-2	15
COc1ccccc1CN1CC(C(=O)NCc2ncccc2C)CCC1=O (configuration not stated)	3	-2	95	-10	2.3	2	14	2	6
COC(=O)c1ccccc1NC(=O)c1cc(-c2cccs2)on1	5	3	121	5	5.7	4	-12	-2	-16
Cn1cc(C(=O)NCc2cccnc2)c(=O)c2cc(S(=O)(=O)N3CCCCCC3)ccc21	-1	-3	95	-1	-1.3	-1	-1	6	1
CCC(C)(C)n1nnnc1C(c1cccs1)N1CCN(Cc2ccccc2)CC1 (configuration not stated)	-3	0	112	-5	6.6	-2	-3	0	-2
O=C(/C=C/c1ccccc1)N1CCC(c2ccccc2)C1 (configuration not stated)	9	-2	92	2	-0.1	-2	8	-1	16
CN(C(=O)C1CCCO1)C1CCS(=O)(=O)C1 (configuration not stated)	-1	-3	91	-17	-0.1	-7	-6	1	-2
